# VEEV TC-83 Vero: inhibitors of VEEV TC-83 cytopathic effect, confirmation, Vero cells (AID 588727). Vero cells, VEEV TC-83 cytopathic effect inhibition; higher % means a stronger effect. inhibition, % at 20 µM; hits with a dose series show IC50 in µM. hit rate 0.13% among 350,000; in the data active = a potency from the dose series; inconclusive = inhibition mostly from about 14% at the one dose, without a potency; inactive = the rest, 99 in 100 with inhibition below about 12%; also: strong numbers were not always called active
# influenza NS1A: H1N1 influenza NS1A inhibitors, functional cell based assay (AID 504329) | hit rate 0.3% among 340,000 | NS1A functional cell-based assay, percent inhibition; higher % means a stronger effect | one-dose inhibition, % at 12.5 µM; IC50 in µM for titrated hits; in the data active = a potency from the dose series; inconclusive = inhibition above about 27% without an active follow-up result; also: strong numbers were not always called active
# Salmonella PhoP GFP: PhoP regulon inhibitors, Salmonella typhi PhoP promoter GFP reporter, confirmatory (AID 1850); hit rate 0.33% among 310,000; one-dose inhibition, % at 50 µM; IC50 in µM for titrated hits; Salmonella Typhi PhoP-promoter GFP reporter, fluorescence, 4 h; higher % means a stronger effect; in the data active = a potency from the dose series; inconclusive = inhibition mostly from about 25% at the one dose, without a potency; inactive = the rest, 99 in 100 with inhibition below about 19%;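 also: 0% = induced wells with vehicle and 100% = uninduced wells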
# H37Rv inhibition: M. tuberculosis growth inhibition, HTS (AID 449762). inhibition, % at 25 µM, or IC50 in µM where a hit was titrated. M. tuberculosis H37Rv growth inhibition, 7H9 media; higher % means a stronger effect. hit rate 0.59% among 330,000; in the data active = a potency from the dose series; inconclusive = inhibition above about 70% without an active follow-up result;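 also: bacterial growth assessed after seven days of incubation; strong numbers were not always called active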
# tuberculosis growth: growth inhibition of non-replicating M. tuberculosis (AID 488890). hit rate 0.39% among 320,000. one-dose inhibition, % at 25 µM; IC50 in µM for titrated hits. Mycobacterium tuberculosis non-replicating, growth inhibition; higher % means a stronger effect; in the data active = a potency from the dose series; inconclusive = inhibition mostly from about 82% at the one dose, without a potency; inactive = the rest, 99 in 100 with inhibition below about 76%;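 also: plate controls were DMSO cells for no effect and high antibiotic wells for full effect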
# VEEV TC-83 Vero 10K pilot screen: second read-out of VEEV TC-83 Vero, no call of its own (marks repeat the call); inhibition, %; measured here: 10K pilot screen inhibition
# * hit, by the source's call; i = inactive; ? = inconclusive; . = not tested or not shown. Outcome played no part in choosing rows (roughly 1.6% active in at least one column).
SMILES,VEEV TC-83 Vero,influenza NS1A,Salmonella PhoP GFP,H37Rv inhibition,tuberculosis growth,others
O=C(NCc1ccc2c(c1)OCO2)C(=O)NCC1OCCN1S(=O)(=O)c1ccc(Br)cc1 (stereo not drawn),5.0%,-0.1%,-1.0%,-3.3%,6.5%,
CC(C)c1cc(C(=O)NC2CCCc3c2cnn3-c2ccccc2F)no1 (stereo not drawn),1.2%,-1.4%,6.0%,4.1%,19.0%,
CCCCn1c(N)c(N(CCOC)C(=O)c2oc3ccc(OC)cc3c2C)c(=O)[nH]c1=O,3.8%,-0.9%,-6.1%,-11.9%,-4.8%,
O=C(CN1CCCC1c1ccc2c(c1)OCCO2)NC(=O)Nc1ccccc1F (stereo not drawn),4.6%,2.0%,.,.,.,
CC1CCN(C(=O)Cn2c(=O)n(Cc3ccc4c(c3)OCO4)c(=O)c3ccccc32)CC1,11.0%,-3.0%,4.7%,-5.0%,-4.5%,
O=C(Nc1ccc(N2CCCC2)cc1)c1ccccc1[N+](=O)[O-],2.2%,3.6%,9.5%,7.0%,21.4%,
CCCCCCn1ccc(=N)cc1,i,0.5%,13.8%,7.2%,5.6%,
Fc1ccc(NC(=S)N2CCc3ccccc32)cc1,0.3%,-1.4%,-7.1%,-3.0%,21.3%,
CCOC(=O)c1sc(C)c(C(=O)NCC(C)(C)CN(C)C)c1N,1.4%,1.6%,3.6%,-0.7%,-3.9%,
COc1cccc(NS(=O)(=O)c2cn(C)c(=O)n(C)c2=O)c1,i,-17.6%,-0.3%,-4.6%,-25.6%,VEEV TC-83 Vero 10K pilot screen=0.0
CCC(=Nc1ccc2c(c1)CCC2)c1c(O)n(-c2ccc(OC)cc2)c(=O)[nH]c1=O,0.3%,2.8%,-2.6%,?,5.0%,
CCN1C(=O)c2ccccc2Sc2ccc(C(=O)NCCCN3CCCCC3)cc21,i,1.8%,9.3%,-4.0%,18.6%,
N#CCCCCN1CCCC1,0.3%,2.0%,13.2%,3.5%,-17.4%,
CCOC(=O)CP(=O)(c1ccccc1)c1ccccc1,i,-30.2%,17.9%,-6.6%,-10.6%,
Cc1ccc(S(=O)(=O)N2CCN(Cc3cc(C(C)(C)C)ccc3O)CC2)cc1,i,-2.6%,-0.9%,28.4%,21.8%,
Fc1cc(Br)ccc1NC(=S)NCCc1ccccc1,i,-4.6%,-9.7%,45.6%,?,
CC(=O)Nc1cc(NC(C)=O)cc(C(=O)OCC(=O)Nc2ccc(S(=O)(=O)NC3=NCCCCC3)cc2)c1,1.3%,-5.2%,-3.6%,-3.9%,-8.2%,
O=P(O)(O)c1ccccc1OCCOCCOCCOCCOc1ccccc1P(=O)(O)O,0.5%,-0.3%,-13.8%,2.8%,6.9%,
O=C(O)c1c2c(nc3ccc(S(=O)(=O)N4CCC(C(=O)NC5CCCCCC5)CC4)cc13)CCCC2,0.2%,12.3%,-5.5%,-4.4%,-1.7%,
Cc1cc(C)c(S(=O)(=O)N2CCN(C(=O)c3ccc(-n4cncn4)c([N+](=O)[O-])c3)CC2)c(C)c1,1.2%,3.9%,-1.5%,14.7%,4.2%,
Cc1cccc(OCC(O)Cn2c(N3CCCCC3)nc3c2c(=O)n(C)c(=O)n3C)c1 (stereo not drawn),8.2%,9.2%,-1.9%,-3.3%,4.8%,
Cc1ccccc1NC(=O)c1cn2c(nc3ccccc32)c(C#N)c1C,0.9%,-2.2%,3.2%,1.9%,15.2%,
CC(C)C(=O)N(Cc1ccc2c(c1)OCO2)Cc1ccccn1,0.6%,-6.7%,3.2%,-7.5%,1.1%,
CCCCC(CC)CNC(=O)c1cccs1 (stereo not drawn),0.6%,-4.8%,-1.7%,37.1%,79.2%,
Cn1c(CNC(=O)c2ccccc2F)nnc1SCC(=O)Nc1nnc(C2CC2)s1,0.2%,2.9%,-6.8%,10.5%,-12.2%,

# Going on with the list.
SMILES,VEEV TC-83 Vero,influenza NS1A,Salmonella PhoP GFP,H37Rv inhibition,tuberculosis growth,others
COc1cccc(C(=O)Nc2cccc(-c3ccccc3)c2)c1,6.8%,-9.8%,-2.7%,4.9%,6.7%,
CNC(=S)SCCOc1ccccc1,i,-1.4%,5.2%,-5.0%,?,
CC1CCN(C(=O)/C(=C\c2ccccc2)NC(=O)c2ccccc2)CC1,0.3%,1.3%,0.6%,2.5%,-7.0%,
COc1ccc(C(=S)N2CCOCC2)cc1OC(=O)c1ccccc1,i,-2.5%,-1.8%,0.0%,-1.7%,
O=C(NCc1ccccc1)c1cccnc1,i,-9.9%,-2.4%,-29.1%,-6.2%,
O=C(CCS(=O)(=O)c1ccccc1Cl)NC1CCCCCC1,1.4%,-17.4%,.,-4.6%,1.2%,
Cn1c(NC(=O)c2cccs2)c(-c2cccs2)c(=O)c2ccccc21,1.0%,-7.7%,6.5%,-0.7%,-0.4%,
Cc1cc(/C=C2\C(=O)NC(=O)N(Cc3ccco3)C2=O)c(C)n1-c1ccc(C(=O)O)cc1,1.2%,6.8%,0.0%,-3.6%,-12.7%,
O=C(NCc1ccco1)C1CCCN1S(=O)(=O)c1ccc2ccccc2c1 (stereo not drawn),0.8%,-1.4%,6.1%,-4.0%,-22.8%,
COC(=O)c1cc(=O)n(Cc2ccc3c(c2)OCO3)c(=Nc2ccc(F)c(Cl)c2)s1,10.3%,0.5%,-5.5%,-8.2%,1.9%,
O=C(COC(=O)c1cc(Cl)nc(Cl)c1)Nc1ccc(Cl)c(S(=O)(=O)N2CCOCC2)c1,0.3%,1.4%,.,14.4%,32.0%,
COc1ccc(CC(=O)Nc2ccc(N3CCCC3)c(C)c2)cc1,3.7%,6.7%,4.4%,25.5%,50.1%,
O=C(COc1cccnc1[N+](=O)[O-])Nc1ccc(N2CCOCC2)cc1,i,7.8%,-6.3%,-0.5%,7.4%,VEEV TC-83 Vero 10K pilot screen=1.2
CCOC(=O)C1=C(C)N=C2c3ccccc3C(=O)C2C1c1ccc(C)cc1 (stereo not drawn),0.4%,>100µM*,-4.6%,-4.0%,1.7%,VEEV TC-83 Vero 10K pilot screen=0.9
CCOC(O)[C@H]1N[C@@H](c2ccc(Cl)cc2)[C@@H]([N+](=O)[O-])[C@@H]1c1ccccc1 (stereo partly drawn),0.6%,-3.2%,-6.9%,5.7%,40.0%,
O=C(c1ccc(S(=O)(=O)N2CCCCC2)cc1)N1CCc2ccccc2C1,1.3%,-10.8%,-1.9%,2.1%,18.1%,
Nn1c(SCC(=O)Nc2ccccc2F)nnc1-c1cccnc1,0.9%,-8.2%,-6.0%,-1.7%,-5.1%,
CCOC(=O)C1=CN(Cc2ccc(Br)cc2)S(=O)(=O)NC1C (stereo not drawn),0.1%,17.8%,.,.,.,
COc1ccc(C(=O)CCNc2ccc(C)c(Cl)c2)cc1,0.4%,-2.9%,-3.8%,.,?,
COC(=O)[C@@]12CCCCN1[C@H](c1ccc(-c3ccc(F)cc3)c(OC)c1)[C@H]1C(=O)N(C)C(=O)[C@H]12,3.5%,10.5%,.,5.7%,15.8%,
Cc1c(C(=O)c2ccc(Br)cc2)c(=O)n(C)c(=O)n1C,i,-7.1%,-1.2%,11.0%,-7.9%,
O=C(COC(=O)C1CC1)Nc1ccc(Oc2ccccc2)cc1,2.5%,-5.4%,3.9%,?,62.3%,
CN(C)S(=O)(=O)c1cccc(NC(=O)Cn2cc(C(F)(F)F)cc(Cl)c2=O)c1,0.7%,-9.8%,-38.2%,11.4%,26.1%,
O=C(N/C(=C/c1ccc(Cl)cc1)C(=O)N1CCOCC1)c1ccccc1,0.1%,8.0%,-6.2%,-12.6%,7.7%,
CCOC(=O)c1sc(NC(=O)C(CC)OC(=O)c2ccco2)nc1C (stereo not drawn),3.2%,3.5%,7.2%,2.2%,17.6%,

# Looked up one by one from above (5):
SMILES,VEEV TC-83 Vero,influenza NS1A,Salmonella PhoP GFP,H37Rv inhibition,tuberculosis growth,others
Nn1c(SCC(=O)Nc2ccccc2F)nnc1-c1cccnc1,0.9%,-8.2%,-6.0%,-1.7%,-5.1%,
Cn1c(NC(=O)c2cccs2)c(-c2cccs2)c(=O)c2ccccc21,1.0%,-7.7%,6.5%,-0.7%,-0.4%,
CN(C)S(=O)(=O)c1cccc(NC(=O)Cn2cc(C(F)(F)F)cc(Cl)c2=O)c1,0.7%,-9.8%,-38.2%,11.4%,26.1%,
CCOC(=O)C1=C(C)N=C2c3ccccc3C(=O)C2C1c1ccc(C)cc1 (stereo not drawn),0.4%,>100µM*,-4.6%,-4.0%,1.7%,VEEV TC-83 Vero 10K pilot screen=0.9
CCOC(=O)c1sc(NC(=O)C(CC)OC(=O)c2ccco2)nc1C (stereo not drawn),3.2%,3.5%,7.2%,2.2%,17.6%,

# (listing goes on)
SMILES,VEEV TC-83 Vero,influenza NS1A,Salmonella PhoP GFP,H37Rv inhibition,tuberculosis growth,others
O=C(c1cccs1)N1CCCC(c2nc3c(nnn3Cc3cccc(Cl)c3)c(=O)[nH]2)C1 (stereo not drawn),3.2%,-2.4%,0.0%,-3.7%,8.8%,
CN(C(=O)/C=C/c1ccccc1)C1CCS(=O)(=O)C1 (stereo not drawn),1.2%,13.6%,-3.7%,-2.0%,-11.2%,
CN1CCc2c(C#N)c(Cl)nc(Cl)c2C1,i,-19.6%,2.1%,-2.8%,-2.4%,
Cc1[nH]n(-c2ccc([N+](=O)[O-])cc2)c(=O)c1C=NCCN1CCN(C(=O)c2ccccc2F)CC1,1.6%,0.7%,-1.4%,1.0%,-5.8%,
CN1CCN(c2nc3ccccn3c(=O)c2C=C(C#N)C#N)CC1,0.5%,-3.8%,-5.4%,-2.0%,-17.3%,
CCOC(=O)c1cc(C)sc1/N=C/C1C(=O)CC(C)(C)CC1=O,i,4.6%,-7.6%,-2.5%,-2.1%,
O=C(c1ccccc1F)N(Cc1cccs1)C1CCS(=O)(=O)C1 (stereo not drawn),0.1%,-9.9%,-0.2%,4.4%,-9.8%,
O=C(NCC1OCCc2ccccc21)c1ccc(NC(=O)c2ccccc2Cl)cc1 (stereo not drawn),10.4%,-1.4%,-0.2%,-2.2%,-9.5%,
CCN(CC)S(=O)(=O)c1ccc(N2CCOCC2)c(NC(=O)c2cccc3ccccc23)c1,7.2%,27.1%,-1.1%,19.7%,2.3%,
O=C(N[C@@H](Cc1c[nH]c2ccccc12)C(=O)O)C1CCN(S(=O)(=O)c2ccc(Cl)cc2)CC1,0.4%,2.7%,0.3%,-1.0%,-8.9%,
O=C(c1ccc(F)cc1)N1CCC2(CC1)NCCc1[nH]cnc12,2.5%,5.0%,7.5%,3.4%,-9.1%,
C#CCNc1c2c(nc3ncnn13)CC(C)CC2 (stereo not drawn),i,-5.5%,0.6%,-3.5%,-21.6%,
C[C@H]1CCC/C=C/[C@@H]2C[C@H](O)C[C@H]2[C@H](O)[C@H](S(=O)c2ccc(O)cc2)CC(=O)O1 (stereo partly drawn),6.5%,-19.9%,.,.,.,
O=C(COc1cc(Cl)ccc1Cl)N1CCNC1=O,2.0%,-11.8%,.,.,.,
Cc1c(C(=O)NCCS(=O)(=O)N2CCN(c3ccccc3F)CC2)cccc1[N+](=O)[O-],i,-0.7%,3.0%,-5.1%,-3.1%,
Cc1ccccc1C(=O)N1CCC(C(=O)NCc2ccc(Cl)cc2)CC1,i,12.4%,-1.8%,9.2%,12.0%,

# By substructure, the entries above containing an aryl thioether with sulfur outside any ring
SMILES,VEEV TC-83 Vero,influenza NS1A,Salmonella PhoP GFP,H37Rv inhibition,tuberculosis growth,others
Cn1c(CNC(=O)c2ccccc2F)nnc1SCC(=O)Nc1nnc(C2CC2)s1,0.2%,2.9%,-6.8%,10.5%,-12.2%,
Nn1c(SCC(=O)Nc2ccccc2F)nnc1-c1cccnc1,0.9%,-8.2%,-6.0%,-1.7%,-5.1%,

# Arranged by heavy-atom count (descending): part of the list above
SMILES,VEEV TC-83 Vero,influenza NS1A,Salmonella PhoP GFP,H37Rv inhibition,tuberculosis growth,others
O=C(N[C@@H](Cc1c[nH]c2ccccc12)C(=O)O)C1CCN(S(=O)(=O)c2ccc(Cl)cc2)CC1,0.4%,2.7%,0.3%,-1.0%,-8.9%,
Cc1c(C(=O)NCCS(=O)(=O)N2CCN(c3ccccc3F)CC2)cccc1[N+](=O)[O-],i,-0.7%,3.0%,-5.1%,-3.1%,
CN1CCN(c2nc3ccccn3c(=O)c2C=C(C#N)C#N)CC1,0.5%,-3.8%,-5.4%,-2.0%,-17.3%,
O=C(c1ccccc1F)N(Cc1cccs1)C1CCS(=O)(=O)C1 (stereo not drawn),0.1%,-9.9%,-0.2%,4.4%,-9.8%,
C#CCNc1c2c(nc3ncnn13)CC(C)CC2 (stereo not drawn),i,-5.5%,0.6%,-3.5%,-21.6%,

# Assay outcomes as filed in PubChem BioAssay.
